Screening data as filed in PubChem.
MEP2-GFP yeast = modulators of MEP2-GFP levels in yeast, primary screen, S. cerevisiae, multiplex flow cytometry, MLPCN library; S. cerevisiae MEP2-GFP strain, 3 h; 100% = DMSO control level; GFP response vs DMSO, % at 10 µM; 0.51% of 330,000 active;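 active means GFP response versus DMSO above a set limit, roughly screen mean plus 3 SD, cut at about 180% in these data; inconclusive means fewer than 70 cells counted for a yeast strain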;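 further: median GFP fluorescence of the barcode-gated MEP2-GFP cells per well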
procasp3 activ = activators of human procaspase-3 D3A mutant, primary screen, biochemical, absorbance, PC-3 D3A mutant, single concentration; recombinant procaspase-3 D3A, Ac-DEVD-pNA absorbance 405 nm; activation, % at 8.5 µM; AID 463141, 2010; Caspase-3 (Homo sapiens), P42574; 0.11% of 330,000 active;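 active means activation above the mean of all tested compounds plus 3 SD, cut at about 21% in these data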;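 further: 0% = DMSO alone and 100% = DMSO wells spiked with extra 5 µM PC-3 D3A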
Target sequence (P42574 whole entry D9A/D28A/D175A): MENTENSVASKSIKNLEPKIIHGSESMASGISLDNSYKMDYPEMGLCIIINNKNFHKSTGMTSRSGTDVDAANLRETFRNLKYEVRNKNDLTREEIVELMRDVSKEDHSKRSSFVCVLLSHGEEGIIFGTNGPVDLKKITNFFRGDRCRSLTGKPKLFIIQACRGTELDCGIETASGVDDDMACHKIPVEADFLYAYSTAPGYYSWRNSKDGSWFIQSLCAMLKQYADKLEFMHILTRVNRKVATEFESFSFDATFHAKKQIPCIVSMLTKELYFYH
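Technique: 405 nm absorbance of p-nitroaniline, reads at 0 and 120 min; Test system: Procaspase-3 D3A mutant; Incubation: 1 h enzyme-compound preincubation, then 2 h substrate reaction, 25 °C; Repeats: singlicate, each compound tested once; Benchmarks: low control DMSO wells, high control DMSO plus 5 µM PC-3 D3A.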
LAP4 TOR yeast = modulators of LAP4-GFP expression in yeast, primary screen, S. cerevisiae, multiplex flow cytometry, MLPCN library. 3 h; median GFP as percent of DMSO wells. GFP response vs DMSO, % at 10 µM. 0.34% of 320,000 active. AID 2023, 2009;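 active means GFP response vs DMSO above a set limit, about the screen mean plus 3 SD, cut at about 150% in these data; inconclusive means under 70 cell events counted for the yeast strain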
ZTA DNA inh = counter-screen for EBNA-1 inhibitors: inhibitors of Epstein-Barr virus ZTA. 0.15% of 320,000 active. inhibition, % at 11 µM. P03206. ZTA-DNA binding, fluorescence polarization; in the data active means inhibition above about 33%
AHR activator = AHR activators, primary screen, cell-based, luminescence, luciferase reporter, human | AHR-responsive luciferase reporter cells | 2.5% of 320,000 active | AID 2796, 2010 | Aryl hydrocarbon receptor (Homo sapiens), P35869 | activation, % at 5 µM; in the data active means activation above about 47%;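 further: 0% = vehicle wells and 100% = reference agonist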
Target sequence (P35869 whole entry, looked up): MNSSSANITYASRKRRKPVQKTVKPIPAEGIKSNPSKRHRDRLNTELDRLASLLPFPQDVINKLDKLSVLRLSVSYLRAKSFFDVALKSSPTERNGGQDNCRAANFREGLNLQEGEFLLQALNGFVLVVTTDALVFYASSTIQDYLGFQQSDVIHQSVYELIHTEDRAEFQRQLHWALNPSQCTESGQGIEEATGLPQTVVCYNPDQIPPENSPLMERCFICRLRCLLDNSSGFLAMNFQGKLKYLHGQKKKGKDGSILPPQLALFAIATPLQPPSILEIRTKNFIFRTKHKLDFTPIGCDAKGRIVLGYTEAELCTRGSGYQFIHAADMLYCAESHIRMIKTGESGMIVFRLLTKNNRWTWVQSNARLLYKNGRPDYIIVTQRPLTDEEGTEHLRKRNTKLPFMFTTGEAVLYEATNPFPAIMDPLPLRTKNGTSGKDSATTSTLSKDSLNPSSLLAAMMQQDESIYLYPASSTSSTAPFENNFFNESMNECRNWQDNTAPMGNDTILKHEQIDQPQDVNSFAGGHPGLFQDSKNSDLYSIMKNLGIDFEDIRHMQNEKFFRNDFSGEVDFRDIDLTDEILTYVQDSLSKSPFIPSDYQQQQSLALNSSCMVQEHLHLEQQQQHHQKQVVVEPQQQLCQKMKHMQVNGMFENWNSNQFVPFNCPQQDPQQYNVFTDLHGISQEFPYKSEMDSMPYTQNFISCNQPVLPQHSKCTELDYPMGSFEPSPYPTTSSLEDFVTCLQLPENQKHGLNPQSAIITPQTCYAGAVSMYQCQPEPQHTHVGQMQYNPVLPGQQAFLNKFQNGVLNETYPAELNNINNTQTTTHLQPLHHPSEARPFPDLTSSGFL
EBNA-1 inhibitor = EBNA-1 DNA-binding inhibitors, primary screen, biochemical, fluorescence polarization; 0.34% of 300,000 active; inhibition, % at 14.8 µM; in the data active means inhibition above about 28%
RPL19A TOR yeast = RPL19A-GFP expression modulators in yeast, primary screen, cell-based, S. cerevisiae, multiplex flow cytometry, MLPCN; 0.3% of 330,000 active; percent response vs DMSO, % at 10 µM; S. cerevisiae RPL19A-GFP strain, 3 h; hits give low values;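 active means percent response vs DMSO below 50%; inconclusive means fewer than 70 events counted for the yeast strain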;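 further: median channel GFP fluorescence of the barcoded RPL19A-GFP strain; ratio of sample median GFP to plate DMSO average so 100% = DMSO; lower means less RPL19A-GFP as with rapamycin TOR inhibition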
procasp7 counter = procaspase-7 activators, primary screen, counter-screen for procaspase-3 activator project, biochemical, absorbance, HTS, human; 0.093% of 330,000 active; recombinant procaspase-7, Ac-DEVD-pNA absorbance 405 nm; D23A/D198A/D206A triple mutant, cannot self-cleave; scale: DMSO 0, 5 µM enzyme 100; Caspase-7 (Homo sapiens), P55210; activation, % at 8.5 µM;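 active means percent activation above the screen-wide mean plus 3 SD, cut at about 25% in these data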
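Replicates: singlicate. Assay system: Procaspase-7 triple mutant (PC-7 D3A). Signal: 405 nm absorbance of p-nitroaniline. Times: 1 h preincubation, 2 h reaction. Buffer or medium: Zinc-free HEPES pH 7.4 with 300 mM NaCl, 0.01% Triton X-100. Also added: DEVD-pNA substrate. Benchmarks: DMSO wells as 0%, DMSO with 5 µM added PC-7 as 100%.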
* = called active by the depositor; ? = inconclusive; . = no result given.

SMILES	MEP2-GFP yeast	procasp3 activ	LAP4 TOR yeast	ZTA DNA inh	AHR activator	EBNA-1 inhibitor	RPL19A TOR yeast	procasp7 counter
CCOC(=O)c1c(NC(=O)CN2CCN(C(=O)c3ccco3)CC2)sc(C(N)=O)c1C	107	8	101	-10	-1	3	101	3
CCc1[nH]c(C)c(C(C)=O)c1C	106	5	105	2	5	5	101	1
CC(C)COc1ccc(-c2nn(-c3ccccc3)cc2CO)cc1	106	3	111	-3	6	10	103	-14
Cc1ccc(C)c2[nH]c(=O)c(CCNC(=O)c3ccc4c(c3)OCO4)cc12	101	5	104	2	-4	3	108	2
COC(=O)c1c(C)oc(C)c1S(=O)(=O)NCc1ccc(Cl)cc1	88	1	130	-5	-4	-7	84	1
CC(=O)CC1(O)C(=O)N(CN2CCN(c3ccccc3)CC2)c2ccccc21 (stereo unspecified)	94	-2	92	-4	15	5	95	6
Cc1cccc(N2CCN(C(=O)COCc3cc(-c4ccc5c(c4)OCO5)on3)CC2)c1C	102	11	110	2	-2	2	100	-4
COc1ccc(CN(C(=O)Cn2nnc3ccccc32)C(C(=O)NC(C)(C)C)c2ccco2)cc1 (stereo unspecified)	99	-4	98	-6	-4	8	.	8
O=S(=O)(Cc1ccccc1)Cc1cnc(Cl)s1	102	-2	104	-12	1	-3	104	-10
COc1cc(NC(=O)CN2C(=O)c3ccccc3S2(=O)=O)cc(OC)c1	98	-2	94	-2	3	.	96	-4
CC(c1ccccc1)n1cnc2ccccc21 (stereo unspecified)	92	6	83	-7	2	-4	95	5
Cc1nc2ccc(NC(=O)c3ccc(S(=O)(=O)N(C)c4ccccc4)cc3)cc2s1	104	5	100	11	38	15	101	1
O=C(NC1=NCCS1)C1CC(=O)N(c2ccc(Cl)cc2)C1 (stereo unspecified)	99	2	98	1	3	9	99	-5
OC(COc1ccccc1)CN1CCN(CC(O)COc2ccccc2)CC1 (stereo unspecified)	96	-3	97	-7	-1	13	97	3
CC(=O)Nc1ccccc1Oc1ccccc1	101	0	102	15	-1	10	100	1
O=C(O)c1cccc(C(=O)O)c1Br	90	6	106	-25	0	1	96	-5
COC(=O)c1cn(-c2ccccc2)nc1-c1ccc(OC)c(OC)c1	104	-8	114	-1	9	-6	101	-3
COc1cccc(Nc2nc3ccccc3nc2NS(=O)(=O)c2ccc(NC(C)=O)cc2)c1	99	4	95	-18	-2	3	103	3
CN1C(=S)SC(N(O)C(=O)NC2CCCCC2)C1(C)C (stereo unspecified)	105	12	98	-15	1	7	100	-2
CCOC(=O)C1=C(N)OC2=C(C(=O)CCC2)C1c1ccccc1OC (stereo unspecified)	104	2	88	-16	3	-5	102	-8
Cc1ccc(CNC(=O)C2CC(c3cccc(F)c3)=NO2)cc1 (stereo unspecified)	90	-2	107	5	3	-8	97	-5
Cn1c(CCNC(=O)c2ccc(Cl)cc2)n[nH]c1=S	100	-10	93	-25	0	2	92	2
COc1ccc2c(=O)c3c(=O)n(Cc4ccco4)c(-c4ccco4)nc3oc2c1	105	-12	107	-18	10	-19	101	-8
C=C(C)Cn1c(N2CCC(Cc3ccccc3)CC2)nc2c1c(=O)[nH]c(=O)n2C	104	-4	100	3	0	15	98	11
CCC1(CC)N([O-])C(C)=C(c2ccccc2)[N+]1=O	105	-2	108	-2	3	1	101	4
SMILES	MEP2-GFP yeast	procasp3 activ	LAP4 TOR yeast	ZTA DNA inh	AHR activator	EBNA-1 inhibitor	RPL19A TOR yeast	procasp7 counter
COc1ccccc1/C=C/C=N/NC(=O)c1cnccn1	90	7	98	-2	18	7	92	6
CCSc1ccccc1C(=O)N1CCC2(CC1)CC(=O)c1ccccc1O2	98	0	101	0	-1	3	97	8
Nc1nc(SCC(=O)O)[nH]c(=O)c1NC(=O)c1ccco1	98	-4	100	-3	1	9	93	-11
Cc1ccc(Sc2ncccc2COC(=O)NC(C)C)cc1	91	1	103	1	3	-6	97	5
CN(C)S(=O)(=O)c1cccc(-c2nnc(SCc3ccc4c(c3)OCCO4)o2)c1	100	2	95	-8	0	-4	89	9
CN(C)CCNC(=O)Nc1ccc(Cl)c(Cl)c1	108	-1	104	-6	0	-9	101	-6
O=C(CCN1CCc2ccccc2C1)Nc1ccccc1F	121	4	116	-4	10	3	108	-9
COC(=O)c1cccc(NC(=O)Cc2coc3cc(OC)ccc23)c1	87	-3	95	-4	-6	-4	91	5
C/C(=N\NC(=O)CSc1nc(C)[nH]c1[N+](=O)[O-])c1ccc(F)cc1	99	-6	104	-8	35	-2	99	-4
COc1ccc(C(O)(CCN2CCOCC2)c2ccccc2)cc1 (stereo unspecified)	114	-11	100	-8	-1	2	105	-1
COc1cc(C(=O)OC(C)CN2CCN(C)CC2)cc(OC)c1OC (stereo unspecified)	108	7	103	-3	-1	0	97	9
COc1cc(Cl)c(S(=O)(=O)N2CC(C)OC(C)C2)cc1Cl (stereo unspecified)	104	8	96	1	1	0	96	-3
C/C(=N\OCC(=O)Nc1ccc(F)c(F)c1F)c1cc2ccccc2o1	103	4	107	-10	22	10	98	7
COc1cc(-c2nnn(CC(=O)NCc3ccccc3)n2)cc(OC)c1OC	94	0	96	-1	0	-4	102	14
CC(=O)C1C(c2ccc(Cl)cc2)c2c(n[nH]c2C)CC1(C)O (stereo unspecified)	98	1	113	-35	1	-11	100	4
Cc1ccc(S(=O)(=O)N(c2cccc(C(F)(F)F)c2)C2C=CS(=O)(=O)C2)cc1 (stereo unspecified)	98	-5	92	6	1	0	93	8
CCOc1cc(NC(=O)C2CC2)c(OCC)cc1NC(=O)c1cccc(F)c1	?	1	?	-9	1	5	?	-4
Cc1ccccc1N1CC(C(=O)Nc2ccc3c(c2)OCO3)CC1=O (stereo unspecified)	83	-1	79	2	12	-2	93	4
C/C(=N\NC(=O)c1cc2ccccc2cc1O)c1cccs1	91	-2	92	1	28	5	104	-17
O=C1c2cccnc2C(O)N1Cc1ccc(F)cc1 (stereo unspecified)	112	0	107	-1	2	0	98	-10
Cc1ccc(/C=N/n2c(C)nnc2C)s1	101	-3	94	-23	1	-8	98	0
COc1ccc(NC(=O)C23CCC(C)(C(=O)O2)C3(C)C)cc1 (stereo unspecified)	95	0	92	-11	1	-5	90	5
CCCCNC(=O)CCn1c(=O)c2ccccc2n(Cc2cc(C)ccc2C)c1=O	97	-12	92	-17	1	-6	106	-1
Cc1cccc(NC(=O)C2CC(O)CN2C(=O)OCc2ccccc2)c1 (stereo unspecified)	93	3	92	3	1	-5	93	3
CCOc1ccc(CSC(=N)N)cc1	108	3	106	9	3	6	106	-2

Two entries picked at random from those above, as already listed:
SMILES	MEP2-GFP yeast	procasp3 activ	LAP4 TOR yeast	ZTA DNA inh	AHR activator	EBNA-1 inhibitor	RPL19A TOR yeast	procasp7 counter
Cc1ccc(S(=O)(=O)N(c2cccc(C(F)(F)F)c2)C2C=CS(=O)(=O)C2)cc1 (stereo unspecified)	98	-5	92	6	1	0	93	8
C/C(=N\OCC(=O)Nc1ccc(F)c(F)c1F)c1cc2ccccc2o1	103	4	107	-10	22	10	98	7

6 compounds out of the list above, arranged by their value in RPL19A TOR yeast, smallest number first.
mol,RPL19A TOR yeast
COc1ccccc1/C=C/C=N/NC(=O)c1cnccn1,92
Cc1cccc(NC(=O)C2CC(O)CN2C(=O)OCc2ccccc2)c1 (stereo unspecified),93
Cc1ccc(Sc2ncccc2COC(=O)NC(C)C)cc1,97
COc1cc(-c2nnn(CC(=O)NCc3ccccc3)n2)cc(OC)c1OC,102
C/C(=N\NC(=O)c1cc2ccccc2cc1O)c1cccs1,104
O=C(CCN1CCc2ccccc2C1)Nc1ccccc1F,108

Additional results follow:
SMILES	MEP2-GFP yeast	procasp3 activ	LAP4 TOR yeast	ZTA DNA inh	AHR activator	EBNA-1 inhibitor	RPL19A TOR yeast	procasp7 counter
Cc1cc(C)n2c(SCC(C)C)nnc2n1	98	5	92	8	0	6	91	5
Cc1cc(N2C(=O)CC(N3CCN(C(c4ccccc4)c4ccccc4)CC3)C2=O)no1 (stereo unspecified)	98	-25	95	-6	-1	1	93	-4
COc1cc(C(=O)Oc2ccccc2/C=N/NC(=O)c2ccc(Cl)cc2)cc(OC)c1OC	98	-9	92	32	5	6	103	-29
CSC1=NSC2=NC(=O)/C(=C\c3cccs3)C(=N)N12	98	-2	109	5	6	7	98	8
O=C(CSc1nnnn1-c1ccc(F)cc1)NC1CCCCC1	102	-4	92	8	5	9	103	9
COc1ccccc1NC(=O)CSc1nc(SC)ns1	105	8	98	-13	6	-5	102	-1
CCNC(=O)CCSc1nnc(-c2ccncc2)o1	106	6	98	4	0	-5	102	13
O=S(=O)(c1cnc(Cl)c(Br)c1)N1CCCCCC1	95	2	107	-11	0	-6	99	10
COc1cc(/C=C2/SC(=O)NC2=O)ccc1Oc1ccc([N+](=O)[O-])cc1[N+](=O)[O-]	97	0	100	16	1	-3	97	-9
CCOC(=O)C1=C(C)N=c2s/c(=C/c3ccc(OCC(=O)O)cc3)c(=O)n2C1c1cc(OC)c(OC)c(OC)c1 (stereo unspecified)	103	-13	93	-2	-1	23	105	-11
CC(C)OC(=O)C(NC(=O)c1ccccc1)=C1CCCCC1	99	2	91	13	0	6	95	2
O=C(CN1C(=O)NC2(CCCC2)C1=O)Nc1nc2ccccc2s1	96	-9	101	-8	31	2	96	3
COc1ccc(C(=O)CSc2nnc(CNc3ccc(C)cc3C)o2)cc1	102	-2	96	-4	11	-8	103	-8
CCOC(=O)C1CCCN(C2=NC(=O)/C(=C/c3ccc(O)c(OC)c3)S2)C1 (stereo unspecified)	105	-17	98	8	1	-7	104	-7
O=C(CCCc1cccs1)NCCc1c[nH]c2ccccc12	105	0	96	-6	17	-12	95	3
O=C(Nc1nnc(C2CC2)s1)c1cc(-c2ccccc2)nn1-c1ccccc1	107	-3	118	4	30	2	98	3
CCSCCC(NC1=CC(=O)CC(C)(C)C1)C(=O)O (stereo unspecified)	101	9	98	-1	1	2	103	3
Cc1cc(NC(=O)Nc2cc(Cl)sc2Cl)no1	104	-3	96	-6	39	-3	103	-1
CNC(=S)Nc1cccc(Cl)c1C	89	0	91	4	1	7	86	3
CC1CCCN(Cc2ccc(OCc3ccccc3)cc2)C1 (stereo unspecified)	110	0	96	12	1	7	106	-8
CN(C)CCC=C1c2ccccc2CCc2ccccc21	102	-5	107	.	10	.	103	-17
O=C1C[C@H]2[C@H](CO)[C@@H](OC(=O)c3ccc(-c4ccccc4)cc3)C[C@H]2O1	124	6	123	0	-1	-3	106	7
CCN(CC(=O)N1CCC(C(N)=O)CC1)S(=O)(=O)c1ccc(Cl)cc1	95	-6	92	-10	-3	-8	94	16
Cc1cc(-c2nnc(SCC(=O)Nc3ccccc3C)n2N)n[nH]1	104	8	97	-2	6	-5	99	-1
CC1(COS(N)(=O)=O)CCCCC1	91	6	100	-1	-1	5	98	13
CCN(CC)S(=O)(=O)c1ccc(-c2cc(C(=O)OC)sc2C(F)(F)F)cc1	88	-8	102	5	1	2	91	5
O=C(NCc1ccccc1)C1(CC2CC(c3ccccc3)=NO2)CCNCC1 (stereo unspecified)	90	3	97	3	1	.	98	7
CC(=O)c1cccc(NC(=O)C2=CC(c3ccc4c(c3)OCO4)=NS(=O)(=O)N2C)c1	105	-1	112	2	4	-1	105	-1
COc1ccc(NC(=O)Cn2cccc2)c(OC)c1	102	2	108	-1	1	-9	107	6
COc1ccc(N(CC(=O)N2CCOCC2)S(C)(=O)=O)cc1OC	104	6	93	3	1	-15	102	2
